Mito fusion yeast: inhibitors of mitochondrial division or activators of mitochondrial fusion; S. cerevisiae fusion-defective mutant growth rescue, CellTiterGlo 48 h; Potency, µM (top dose mostly 46.1 µM), without a hit: at the highest dose growth rescue (activation), usual class: activators; hit rate 0.23% among 320,000;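 note: potency is the fitted concentration of half-maximal effect; % of control where 0% means no effect; nearly all actives have a fitted effect of over 45% in size; temperature-sensitive fusion mutants such as fzo1-1 at 37 °C on non-fermentable ethanol glycerol medium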
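Growth-rescue viability read-out: after 48 h at the non-permissive 37C in glycerol/ethanol YPEG, yeast mitochondrial fusion mutants are measured by CellTiterGlo luminescence; compounds (23 nl pinned per well) restoring growth score as division inhibitors or fusion activators.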
TSHR antagonist: human thyrotropin receptor antagonism | activity change, negative = inhibition, % at 11.5 µM | hit rate 0.2% among 330,000 | AID 504810 | TSHR-expressing cells, TSH-stimulated cAMP HTRF, 2 h; hits give low values;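 active = activity change below a set negative limit, meaning inhibition stronger than a set level, cut at about -70% in these data; inconclusive = activity change between two set negative limits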; note: % is set by controls: 0 for no effect and ±100 for the full control effect
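TSHR-expressing cells, 200/well, pre-treated with compound, then stimulated with EC80 TSH (4nM final) for 2 hours at 37 deg C. cAMP measured by competitive HTRF: anti-cAMP cryptate antibody in lysis buffer plus cAMP-d2, read after 30 minutes at room temperature.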
B2AR arrestin: recruits beta-arrestin to the human beta2-adrenergic receptor. beta-arrestin recruitment to beta2AR, cell-based reporter. P07550. hit rate 0.02% among 330,000. AID 492947. Potency, µM (series often up to 46.1 µM), for the others: at the highest dose activation, most hits filed as activators;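 note: potency is the fitted concentration of half-maximal effect; 0% = DMSO controls and full agonism = EC100 isoproterenol or metaproterenol; nearly all actives have a fitted effect of over 65% in size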
Target sequence (P07550 whole entry, looked up): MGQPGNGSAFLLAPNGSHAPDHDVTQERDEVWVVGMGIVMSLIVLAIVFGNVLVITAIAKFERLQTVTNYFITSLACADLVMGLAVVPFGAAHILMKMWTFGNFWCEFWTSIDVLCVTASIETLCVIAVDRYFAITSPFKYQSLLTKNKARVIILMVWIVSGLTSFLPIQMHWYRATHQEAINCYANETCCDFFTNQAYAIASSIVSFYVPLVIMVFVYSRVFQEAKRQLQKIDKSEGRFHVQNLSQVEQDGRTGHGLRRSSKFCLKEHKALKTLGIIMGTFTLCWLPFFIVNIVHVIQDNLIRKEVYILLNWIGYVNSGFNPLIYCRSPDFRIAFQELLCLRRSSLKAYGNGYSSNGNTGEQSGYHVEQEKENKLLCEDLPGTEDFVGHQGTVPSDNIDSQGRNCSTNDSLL
BCR signal inh: blocks chronic active B-cell receptor signaling | ABC-DLBCL IkBa-CBG/CBR reporter, luminescence ratio, 4 h | Potency, µM (highest dose often 46.1 µM), without a hit: at the top dose ratio change, negative = lower green/red ratio, actives largely listed as inhibitors | hit rate 0.05% among 340,000; active = well fitted inhibition curve with a large enough effect in the signal ratio, with a control signal flat, not every such curve was filed as active; inconclusive = small, poorly fitted or top-dose-only effect, or effect the other way, or a change in a side signal; the % refers to the signal ratio;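 note: potency is the fitted concentration of half-maximal effect; plate controls were basal doxycycline-induced cells for no effect and cells given 10 µM MG132 for full effect; MG132 reads +100%, hits lower the ratio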
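Compounds up to 46 uM were incubated four hours with TMD8 cells whose green CBG68 luciferase is fused to IkappaBalpha; red CBR luminescence normalised the signal, and concentration-effect curves were fitted to fusion, red and ratio data.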
USP2a block: USP2a (human) protease inhibition; O75604; Potency, µM (series often up to 38.3 µM), inactives show at the highest dose activity change, negative = inhibition, most hits filed as inhibitors; hit rate 0.01% among 330,000; USP2 core, Ub-CHOP2 coupled fluorogenic reporter, 485/531;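 note: potency is the fitted concentration of half-maximal effect; plate controls were DMSO wells for no effect and full inhibition by NEM control for full effect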
Target sequence (O75604 whole entry, looked up): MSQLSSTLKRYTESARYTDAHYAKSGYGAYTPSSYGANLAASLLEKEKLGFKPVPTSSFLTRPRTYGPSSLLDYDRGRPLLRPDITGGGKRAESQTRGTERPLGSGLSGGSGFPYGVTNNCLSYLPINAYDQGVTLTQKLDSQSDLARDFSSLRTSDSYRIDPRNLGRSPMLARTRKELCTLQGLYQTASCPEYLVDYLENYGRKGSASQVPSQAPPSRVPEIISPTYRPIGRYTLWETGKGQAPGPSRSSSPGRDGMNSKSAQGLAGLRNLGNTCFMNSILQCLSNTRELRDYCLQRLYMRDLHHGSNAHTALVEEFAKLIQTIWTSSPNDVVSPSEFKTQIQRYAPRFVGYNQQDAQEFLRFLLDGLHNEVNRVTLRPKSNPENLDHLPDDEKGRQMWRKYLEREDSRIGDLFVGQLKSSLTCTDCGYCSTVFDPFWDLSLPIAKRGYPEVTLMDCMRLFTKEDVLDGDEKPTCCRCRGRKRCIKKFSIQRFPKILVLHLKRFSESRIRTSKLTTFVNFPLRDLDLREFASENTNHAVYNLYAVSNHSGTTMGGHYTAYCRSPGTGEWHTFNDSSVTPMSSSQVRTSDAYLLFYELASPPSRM
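Deubiquitinase activity read as fluorescence (485/531 nm) after Ub-CHOP2 cleavage activates the enterokinase reporter on its substrate; USP2 core 10nM, Ub-CHOP2 and substrate 25nM each, 30min compound preincubation then 60min RT; data normalized to NEM, curves fitted.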
uPA generation: blocks generation of uPA at the cell surface. Potency, µM (titrated, usually from 38.3 µM), for the others: at the top dose activity change, negative = inhibition, hits mostly inhibitors. cell surface uPA generation assay, qHTS. AID 540303. hit rate 0.31% among 330,000; active = well fitted inhibition curve with a large enough effect; inconclusive = small, poorly fitted or top-dose-only effect; inactive = no such curve, though single readings can be large or run the other way; tested in mouse RAW 264.7 cells; note: potency is the fitted concentration of half-maximal effect; % is set by controls: 0 for no effect and ±100 for the full control effect; nearly all actives have a fitted effect of over 55% in size
ELG1 repair inh: blocks ELG1-dependent DNA repair in HEK293T cells; HEK293T ELG1-luciferase reporter, luminescence, 16 h; DNA damage induced by 5-fluorouridine; Potency, µM (highest dose often 46.1 µM), without a hit: at the highest dose activity change, negative = inhibition, most hits filed as inhibitors; hit rate 2.3% among 330,000; AID 504467; note: potency is the fitted concentration of half-maximal effect; % is set by controls: 0 for no effect and ±100 for the full control effect; nearly all actives have a fitted effect of over 55% in size
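HEK293T cells expressing luciferase-tagged ELG1 (2,000/well) received 5-Fluorouridine plus compound or DMSO for 16 hr at 37 °C. Luciferase was read by ONE-Glo luminescence after 30 min at room temperature.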
Tb PFK block: T. brucei PFK enzyme inhibition; O15648; Potency, µM (highest dose often 57.5 µM), for the others: top-dose activity, negative = inhibition, usual class: inhibitors; AID 485367; hit rate 0.17% among 330,000; T. brucei PFK, ADP-Glo luminescence;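 note: potency is the fitted concentration of half-maximal effect; 0% = uninhibited 1x PFK enzyme wells and -100% = no-enzyme wells; nearly all actives have a fitted effect of over 60% in size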
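In TEA buffer at pH 8.0 with 5 mM MgCl2, enzyme (1.25 nM) converted F6P (0.5 mM) and ATP (0.1 mM) for 45 min at room temperature. ADP product was read by luciferase luminescence.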
Eya2 phos inh: Eya2 (human) phosphatase inhibition; Potency, µM (series often up to 76.9 µM), inactives show at the highest dose activity, negative = inhibition, hits mostly inhibitors; hit rate 0.006% among 330,000; O00167; recombinant Eya2, OMFP fluorescence dephosphorylation (OMFP is methylfluorescein phosphate); note: potency is the fitted concentration of half-maximal effect; % is set by controls: 0 for no effect and ±100 for the full control effect
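Eya2 (0.2 uM) preincubated 10 min at ambient with compound, then OMFP substrate added at 50 uM; 10 min reaction in 50 mM HEPES pH 7.5, 50 mM NaCl, 5 uM MgCl2, 0.05% BSA, 1 mM DTT. Fluorescence read at Ex 485/Em 525 nm.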
TCR activator: activates T cell receptor signaling; 330,000 tested, under 10 active; Potency, µM (series often up to 9.22 µM), for the others: at the highest dose activation of IL-2 secretion, actives largely listed as activators; AID 504894; primary human leukocytes, anti-CD3, IL-2 HTRF, 48 h; note: % of control where 0% means no effect
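TCR engagement came from a-CD3 beads alone, with compounds added to primary human leukocytes for 48 hr. Secreted IL-2 bridged europium cryptate- and d2-labelled anti-IL-2 antibodies, giving FRET emission at 665nm after 320nm excitation.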
TSG101-PTAP inh: blocks PTAP/TSG101 interaction to inhibit HIV-1 budding. Potency, µM (doses to about 115 µM), for inactives: top-dose activity change, negative = inhibition, actives largely listed as inhibitors. 340,000 tested, under 10 active. Q99816. Fluorescence polarization, FITC-PTAP peptide / Tsg101 binding; active = well fitted inhibition curve with a large enough effect in the main read-out, with a control signal flat, not every such curve was filed as active; inconclusive = small, poorly fitted or top-dose-only effect, or effect the other way, or a change in a side signal; inactive = no such curve, though single readings can be large or run the other way; note: potency is the fitted concentration of half-maximal effect; % of control where 0% means no effect
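Fluorescence polarization binding of Tsg101 binding domain (10 uM final) to FITC-labeled PTAP peptide (50 nM final) in HEPES pH 7.5 buffer with NaCl, Tween 20, EDTA, TCEP. Compounds added before peptide; binding 20 min at RT.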
Starred values were filed as active, the others as inactive; ? = inconclusive; . = no result given; [ ] = dose if it differs, or a comment. Unless noted, calls come from the whole dose curve; as a rule, active = well fitted curve in the direction sought with a large enough effect; inconclusive = small, poorly fitted or top-dose-only effect, or another doubt; inactive = no such curve, though single readings can be large; an effect the other way counts as inactive or inconclusive.

SMILES	Mito fusion yeast	TSHR antagonist	B2AR arrestin	BCR signal inh	USP2a block	uPA generation	ELG1 repair inh	Tb PFK block	Eya2 phos inh	TCR activator	TSG101-PTAP inh
COc1ccc(S(=O)(=O)N2CCOC2CNC(=O)C(=O)NCCc2ccccc2)cc1C (stereo unspecified)	2%	4	-0.3%	?	0%	?	?	0%	-9%	0%	-4%
CCc1nc2ccccc2c(C(=O)OCC(=O)C(C)(C)C)c1C	-4%	7	-0.3%	-6%	-1%	-4%	?	-3%	?	3%	-1%
O=C(CCCCCN1C(=O)c2cccc([N+](=O)[O-])c2C1=O)Nc1ccccc1F	-3%	-8	0.0%	3%	1%	-21%	3%	-17%	0%	1%	-9%
O=C(NC(=S)N1CCN(c2ccc([N+](=O)[O-])cc2)CC1)c1ccccc1Cl	-6%	-13	0.1%	-4%	-2%	-4%	?	0%	2%	-5%	0%
C/C(=N/N=C1/NC(=O)CC(C(=O)O)S1)c1ccccc1 (stereo unspecified)	-1%	-6	0.1%	0%	-1%	7%	0%	12%	0%	1%[46.1 µM]	-1%
CCc1cc2ccc(C)cc2nc1SCC(=O)Nc1cc(OC)c(OC)cc1C(=O)O	-2%	-14	3.1%	-6%	5%	3%	5%	6%	0%	-4%[46.1 µM]	-9%
CCCNC(=O)c1sc2c(c1C(=O)Nc1ccccn1)CCCC2	?	-14	0.4%	12%	5%	4%	?	0%	-12%	-1%	1%
Cc1ccc(Cl)cc1NC(=O)C1CCCN1S(=O)(=O)c1ccc(-c2ccc(=O)[nH]n2)s1 (stereo unspecified)	9%	8	-0.1%	?	2%	-8%	-26%	2%	-3%	1%	1%
Cc1ccc(C(=O)NCCSC(C)(C)C)cc1[N+](=O)[O-]	-9%	8	0.0%	-5%	2%	-1%	?	-1%	-6%	0%[46.1 µM]	0%
COc1ccc(Nc2nnc(-c3ccc(C(=O)NCCO)cc3)c3ccccc23)cc1	0%	9	-1.1%	?	0%	2%	-20%	-7%	-16%	0%	0%
COc1ccc(C(=O)N2CCC3(CC2)NCCc2[nH]cnc23)cc1	-6%	-3	0.2%	0%	1%	-7%	13%	1%	-6%	1%	-4%
CCOc1ccccc1NC(=O)CCNC(=O)c1ccc(Cl)cc1	-5%	-6	0.5%	?	0%	-5%	-3%	-1%	-4%	-1%	0%
Cn1nnnc1SCc1ccc(F)cc1	2%	18	0.4%	?	3%	1%	11%	3%	7%[15.4 µM]	2%	1%
CCOC(=O)Cn1nc(-c2ccc(Cl)cc2)cc1N	0%	5	0.4%	1%	1%	-3%	?	-6%	5%	-9%	-1%
CCC(C)(C)NC(=O)Cn1c(-c2ccc(C)cc2)noc1=O	0%	1	-1.1%	5%	-4%	4%	4%	1%	1%	0%	-1%
O=C(NCCN1CCOCC1)C(=O)NCC1OCCN1S(=O)(=O)c1cc(F)ccc1F (stereo unspecified)	5%	-7	-1.0%	2%	-1%	-6%	1%	2%	3%	-3%	-3%
CCCCn1c(-c2nonc2N)nc2ccccc21	-4%	-4	0.4%	9%	-1%	-2%	?	0%	5%	.	-3%
CC(=O)N1CCc2c(sc(NC(=O)Cc3ccccc3)c2C#N)C1	21%	6	-0.1%	-1%	6%	3%	?	2%	-10%	3%	-1%
C/C=C(\C)C(=O)N1CCC(C(=O)c2ccccc2)CC1	4%	-10	0.2%	-4%	6%	0%	1%	0%	-1%	4%	-1%
C=CCOC(=O)c1cc(-c2ccc(/C=C3\C(=O)NC(=O)C(C#N)=C3C)o2)ccc1Cl	9%	-5	-0.3%	0%	2%	0%	?	?	32%	2%	-4%
Cc1ccc(S(=O)(=O)N2[C@@H](c3ccc(F)cc3)C(C(=O)O)=CC[C@H]2c2cccc(Cl)c2)cc1	-4%	1	0.0%	1%	2%	-6%	5%	0%	21%	0%	-5%
CCCn1c(-c2cccc([N+](=O)[O-])c2)nc2c1c(=O)[nH]c(=O)n2Cc1ccccc1	11%	2	0.4%	?	3%	-5%	?	-3%	-1%	2%[46.1 µM]	-6%
CCCCn1c(N)c(N(CC(C)C)C(=O)c2ccc(N(C)S(=O)(=O)c3ccc(C)cc3)cc2)c(=O)[nH]c1=O	3%	-3	-0.2%	0%	1%	10%	12%	0%	15%	-3%	2%
Cc1cccc(Nc2ncnc(N)n2)c1	0%	3	0.0%	-12%	-1%	2%	?	-5%	6%	-6%	0%
Cn1cnnc1SCc1ccc(C#N)cc1Cl	0%	1	0.2%	-1%	-1%	-2%	7%	-7%	8%	1%	1%
Cc1ccc([N+](=O)[O-])cc1NC(=S)NC(=O)CC(C)(C)C	-5%	-7	0.2%	0%	1%	11%	8%	-6%[0.46 µM]	-12%	.	.
O=C(c1cc(COc2ccc(F)cc2F)on1)N1CCOCC1	-6%	1	0.0%	-3%	1%	14%	?	0%	-4%	-2%	-6%
COc1ccc(OCC(=O)Nc2nc3cc4c(cc3s2)OCCO4)cc1	.	4	0.2%	2%	-1%	0%	7%	3%	-3%	-8%[46.1 µM]	-2%
O=C(CC(c1ccccc1)c1ccccc1)Nc1ccc2c(c1)OCCO2	12%	-8	0.1%	15%	0%	1%	7%	1%	-15%	-24%	-2%
COc1ccc(CNC(=O)Nc2ccc3c(c2)N(C)C(=O)CS3)cc1	-3%	18	0.2%	?	-5%	0%	0%	17%	3%	2%	2%
COc1ccc(CCNCC(C)c2ccccc2)cc1 (stereo unspecified)	-9%	11	-0.6%	1%	-1%	1%	4%	2%	?	-1%	-1%
NC(=O)C1CCCN(C(=O)c2ccc3c(c2)NC(=O)CS3)C1 (stereo unspecified)	-3%	18	-0.4%	1%	1%	23%	7%	-5%	-5%	8%	-4%
CC1Cc2ccccc2N1S(=O)(=O)c1cccc(C(=O)Nc2cccnc2)c1 (stereo unspecified)	7%	5	0.2%	0%	7%	2%	?	11%	-6%	0%	-5%
Cc1ccc(-c2nc3ccccc3s2)cc1NC(=O)c1cc(-n2cnnc2)ccc1Cl	-1%	-16	0.1%	11%	1%	-22%	?	2%	7%	.	-10%
O=C(O)CCc1ccc(S(=O)(=O)Nc2cc(C(F)(F)F)ccc2N2CCCC2)cc1	5%	-26	-0.4%	5%	-1%	17%	22%	-8%	-18%	3%	-4%
COc1ccc([C@]23Cc4ccccc4C(O2)c2c(cc(C)n(Cc4ccccc4)c2=O)O3)cc1	3%[9.22 µM]	.	-0.8%[9.22 µM]	?	0%[7.66 µM]	.	.	1%[11.5 µM]	-2%[15.4 µM]	.	.
O=C(CCN1C(=O)C2C3C=CC(C3)C2C1=O)NC1CCCCC1 (stereo unspecified)	0%	-4	0.5%	3%	6%	-4%	18%	0%	2%	-1%	1%
CC(C)(C)NC(=O)C1CCN(C(=O)c2ccco2)CC1	6%	-10	-0.9%	-12%	1%	7%	2%	3%	3%	-1%	-2%
Cn1c(CSCc2ccc(Cl)c(Cl)c2)nnc1SCC(=O)Nc1nccs1	-9%	-6	-0.3%	5%	0%	-1%	?	-18%	-4%	2%	-8%
CN(CC(=O)Nc1ccc(F)cc1)C(=O)COC(=O)c1ccccc1	-2%	9	-0.4%	-8%	1%	-1%	3%	3%	-8%	-4%	-1%
O=C(COC(=O)CCc1ccc(S(=O)(=O)N2CCOCC2)cc1)NCc1ccccc1	6%	-2	0.0%	-9%	1%	3%	7%	-2%	7%	4%	0%
Cc1c(C(O)CN2CCC(C(N)=O)CC2)c2ccccc2n1C (stereo unspecified)	-2%	4	-0.1%	-3%	0%	-11%	-4%	-5%	9%	-1%	-2%
CCOC(=O)CC(NC(=O)c1ccccc1F)c1ccc(C)cc1 (stereo unspecified)	-25%	8	0.0%	5%	13%	1%	12%	-2%	-25%	-1%	0%
O=C(Nc1cccc2ccccc12)N1CCN(Cc2ccc3c(c2)OCO3)CC1	5%	2	0.3%	?	1%	.	-2%	-3%	-8%	-2%	-14%
Cc1ccc(CN2CCN(C/C=C/c3ccc(F)cc3)CC2CCO)o1 (stereo unspecified)	-9%	4	0.0%	?	-5%	-18%	-9%	2%	-7%	-3%	-4%

Bioassay records: PubChem, National Center for Advancing Translational Sciences (NCATS)
